Screening results as filed in PubChem BioAssay.
ERK EGF inh: blocks ERK signaling stimulated by EGF | HEK293-V1b, EGF-stimulated phospho-ERK AlphaScreen | Potency, µM (titrated, usually from 11.5 µM), for the others: top-dose activity change, negative = inhibition, actives largely listed as inhibitors | 130,000 compounds, 0.41% hits | AID 1454; active = well fitted inhibition curve with a large enough effect; inconclusive = small, poorly fitted or top-dose-only effect, or effect the other way;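 also: plate controls were stimulated vehicle wells for no effect and unstimulated vehicle basal for full effect; nearly all actives have a fitted effect of over 55% in size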
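HEK293 cells stably expressing V1b receptor, serum-reduced (1% FBS) overnight, got compound for 30 min at 37C, then 25 nM EGF for 5 min. Lysate phospho-ERK read by AlphaScreen SureFire; AC50 from Hill fits.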
* = called active by the depositor; ? = inconclusive; & = joins results of further samples; [ ] = remark or other dose. Potency is read from the fitted curve at half-maximal effect. The list is partial; the hit share may differ from the screen's.

Preview:
SMILES	ERK EGF inh
O=C(Cc1ccc(Br)cc1)Nc1nc2ccccc2[nH]1	0%[57.5 µM]
COc1ccc2nc(/C=N/NC(=O)[C@H](C)NC(=O)OC(C)(C)C)ccc2c1	2%

The list itself (from the top)
SMILES	ERK EGF inh
O=C(Cc1ccc(Br)cc1)Nc1nc2ccccc2[nH]1	0%[57.5 µM]
COc1ccc2nc(/C=N/NC(=O)[C@H](C)NC(=O)OC(C)(C)C)ccc2c1	2%
CC(C)Oc1ccccc1OCCCOc1cccc2cccnc12	5%
CC(Oc1ccc(Br)cc1)C(=O)Nc1ccncc1 (configuration not stated)	-8%
N#CCCN(CCC#N)S(=O)(=O)c1ccc(C(=O)Nc2nc(-c3ccccc3)c(C(=O)c3ccccc3)s2)cc1	-11%[57.5 µM]
Cc1ccccc1-n1c(-c2ccc(=O)[nH]n2)n[nH]c1=S	8%
C=C1C(=O)O[C@@H]2[C@H]3O[C@]3(C)CCC=C(C)CC[C@@H]12	6%&-11%
CC(=O)Nc1ccc(N(C(=O)Cn2nnc3ccccc32)C(C(=O)NC2CCCC2)c2ccc(O)c(O)c2)cc1 (configuration not stated)	-1%
COc1ccc(-c2nnc(SCC(=O)Nc3sc4c(c3C#N)CCCC4)n2-c2ccccc2)cc1	0%
C=CCC(C)(O)c1ccccc1 (configuration not stated)	-6%
O=C(Nc1cccc(F)c1)c1cc(S(=O)(=O)N2CCOCC2)cs1	-5%
O=C(NCc1ccccn1)Nc1ccccc1	1%
Cc1c(C=O)c(=O)n(-c2ccccc2)n1-c1ccccc1	-4%
Cc1ccc(NC2OC(CO)C(O)C2O)cc1[N+](=O)[O-] (configuration not stated)	-4%
CCCn1c(C(O)c2ccc(OC)cc2)nc2ccccc21 (configuration not stated)	-6%
COc1ccc(C(=O)NNC(=O)CN2CCC(n3nnc4cc(F)ccc43)CC2)cc1	5%
C/C(CC(=O)Nc1ccc(F)cc1)=N\NC(=O)Cc1csc(N)n1	1%
CC(=O)Nc1cccc(NS(=O)(=O)c2ccccc2[N+](=O)[O-])c1	-6%
COc1ccc(CC(=O)O/N=C(\N)c2ccccn2)cc1	-1%[57.5 µM]
CCN(C(=O)CSc1nnnn1-c1ccccc1)C1CCS(=O)(=O)C1 (configuration not stated)	1%
COc1cccc(/C=N/NC(=O)CNC(=O)C2COc3ccccc3O2)c1O (configuration not stated)	7%
N#C/C(=N/Nc1ccc(OC(F)(F)F)cc1)C(N)=S	-10%[57.5 µM]
CCSC(=N)N	7%&-22%&5%
COC(=O)c1cc(C(C)=O)c(C)[nH]c1=O	-5%
Nc1c2c3c(sc2nc(=O)n1N)CCCC3	-2%
O=C(NN=C(Cc1ccccc1)Cc1ccccc1)c1ccncc1	3%[57.5 µM]
CC(C)(C)SCCNC(=O)CN(c1ccc(F)cc1)S(=O)(=O)c1ccccc1	-17%[57.5 µM]
O=C1c2nc3cc(-c4ccco4)[nH]n3c(=O)c2CN1Cc1ccccc1	7%[57.5 µM]
CC(C)(C)C1CCC2(CC1)CC(=O)c1ccccc1O2 (configuration not stated)	-18%[57.5 µM]
O=C(CCS(=O)(=O)c1ccc(Br)cc1)Nc1ccc(Cl)cc1F	-1%
COc1ccc(OC)c(Nc2nnc(C)c(=O)[nH]2)c1	0%
O=C(CSCC(=O)NC1CC1)Nc1ccc2ccccc2c1	1%
COc1ccc(CCc2nnc(CCC(=O)NCc3cc(C(C)C)no3)o2)cc1	5%
COCC(=O)N1CCC2(CC1)CN(c1cccc(-c3ccccc3)c1)C2	-15%
CCN(CC)c1ccc(N2C(=O)C3CCCCC3C2=O)cc1[N+](=O)[O-] (configuration not stated)	8%
Cc1noc(C)c1CS(=O)(=O)Cc1ccc(Cl)cc1	3%
O=C1C=CCC(/C=C/c2ccccc2)O1 (configuration not stated)	0%
CCCCC/C=C\C\C=C/C=C/C=C/[C@@H](O)[C@@H](O)CCCC(=O)O	-8%
CC(=O)c1ccccc1NC(=O)COC(=O)c1ccc2c(c1)nc(C)n2-c1ccccc1	-1%
CCOc1ccc(NC(=O)N2CCN(Cc3ccc4c(c3)OCO4)CC2)cc1	1%[57.5 µM]

Quoted at random: three entries already listed.
SMILES	ERK EGF inh
COCC(=O)N1CCC2(CC1)CN(c1cccc(-c3ccccc3)c1)C2	-15%
Nc1c2c3c(sc2nc(=O)n1N)CCCC3	-2%
CC(C)(C)SCCNC(=O)CN(c1ccc(F)cc1)S(=O)(=O)c1ccccc1	-17%[57.5 µM]

(more compounds)
SMILES	ERK EGF inh
CC(C)(C)NC(=O)C(OC(=O)c1cccs1)c1ccc(C#N)cc1 (configuration not stated)	-9%
CNC(=S)N(Cc1ccco1)Cc1cc2cc(OC)c(OC)cc2[nH]c1=O	4%
CCOC(=O)c1c(-c2cccs2)csc1N	-2%
CCN(CC)CCCSc1nc2ccccc2s1	-6%
CC(C)CC(=O)Nc1ccc(-c2nnn(CC(=O)NCc3ccco3)n2)cc1	-13%
Cc1cc(C)n2nc(C(=O)Nc3ccc4c(c3)CCC4)nc2n1	-5%
NC(=O)C1CCN(C2=C(NS(=O)(=O)c3ccccc3)C(=O)c3ccccc3C2=O)CC1	?
CCC1(c2ccccc2)NC(=S)N(c2ccc(C)cc2)N1 (configuration not stated)	-1%
Cc1nc(NCc2cccnc2)c2c3c(sc2n1)CC(C)CC3 (configuration not stated)	5%
O=C(OCc1ccccc1)C1=NNC2C(=O)N(c3ccc(Br)cc3)C(=O)C12 (configuration not stated)	-8%[57.5 µM]
CN(C)S(=O)(=O)c1cccc(NC(=S)N(CCC#N)Cc2cccnc2)c1	5%
COc1c(O)ccc2c1CN1CCc3cc4c(cc3C1C2)OCO4 (configuration not stated)	-15%[57.5 µM]
Cn1cnc([N+](=O)[O-])c1Sc1n[nH]c(N)n1	14%[57.5 µM]
NS(=O)(=O)c1cccc(NC(=O)/C=C/c2cccs2)c1	-15%
Nc1ccc2nc(CCCCCCCCc3nc4ccc(N)cc4[nH]3)[nH]c2c1	-5%
O=C(CCCN1C(=O)c2cccc3cccc(c23)C1=O)NCc1cccs1	0%
Cc1ccc(NC(=O)c2nc3nccc(C)n3n2)c(C)c1	3%
CCOC(=O)c1c(NCc2ccccc2)n[nH]c1C	-1%
COC(=O)[C@@]1(Cc2ccc(OC)cc2)[C@H]2c3cc(C(=O)N(C)C)n(CCSCCO)c3C[C@H]2CN1C(=O)c1ccccc1	17%&-10%
O=c1ccc(-c2nc3cc(Cl)ccc3n2Cc2ccccc2)c[nH]1	-12%
CCOc1ccc(NCC(=O)N/N=C/C=C/c2ccccc2)cc1	-8%
N/C(CS(=O)(=O)c1ccccn1)=N\OC(=O)c1ccccc1Cl	-5%[57.5 µM]
O=C(Cc1ccc(F)cc1)NCc1cccnc1	-1%
Nc1nc(SCc2ccc(Cl)cc2Cl)nc2nc3c(cc12)CCCC3	6%
Cc1cc(C)cc(NC(=O)CSc2nc3c(c(=O)[nH]2)CN(Cc2ccc(F)cc2)CC3)c1	7%
CCN(CC)CCCN(Cc1cc2cc(OC)ccc2[nH]c1=O)C(=O)Nc1ccccc1	1%[57.5 µM]
O=C(Cn1cc(C(F)(F)F)ccc1=O)Nc1cccc(S(=O)(=O)N2CCOCC2)c1	5%
COc1ccc(NC(=S)N2CCC(N(C)CCN3CCOCC3)CC2)cc1Cl	-9%
COc1ccc(/C=N/NC(=O)c2ccc(N(C)S(=O)(=O)c3ccccc3)cc2)cc1	-9%
COc1ccc(NC(=O)C(CC(=O)O)Cc2ccc(C)cc2)cc1 (configuration not stated)	-1%
Cc1nc(C(Cl)(Cl)Cl)nc2[nH]ccc(=O)c12	3%
CCOC(=O)C(C)Sc1nnc(CSc2nc3nc(C)cc(C)n3n2)o1 (configuration not stated)	8%
Cc1cc(/C=N/NC(=O)c2cccnc2)c(C)n1CC(C)C	-4%
O=C(/C=C/c1ccc(S(=O)(=O)N2CCOCC2)cc1)NC(=S)Nc1ccc(Cl)cc1Cl	-18%
CCCC1CC(CSc2ncn[nH]2)OC1=O (configuration not stated)	-4%
CC1(C)C2CCC1(C)C(OCCNCCOC(=O)Nc1ccccc1)C2 (configuration not stated)	-1%[57.5 µM]
CC1(C)CN(c2ccc(Br)cc2Br)C1=O	1%
COc1ccc(OC)c(C(=O)COC(=O)c2cc(C)oc2C)c1	4%
COc1ccc(OC)c(/C=N/NC(=O)c2cc3c(OC)cccc3[nH]2)c1	17%[57.5 µM]
CC(C)C(=O)NC(=S)Nc1ccc(S(=O)(=O)Nc2ccccc2)cc1	-1%
Cc1cc(O)c(C(C)C)cc1N=Nc1ccccc1C(=O)O	-11%[57.5 µM]
CC(=O)N1CCC(N(CCN2CCOCC2)C(=S)Nc2cc(C)cc(C)c2)CC1	5%
CC(=O)Nc1ccc(N=Nc2c(C)[nH]n(C(N)=S)c2=O)cc1	-8%
COC(=O)c1nc(NC(=O)c2ccccc2Br)n[nH]1	-1%
Clc1ccc(-c2csc(N3CCOCC3)n2)cc1	?
COc1ccc(CCNc2nc3ccccc3n3cnnc23)cc1OC	-16%[57.5 µM]
COc1cccc(OC)c1CNC(=O)CCSCc1ccccc1F	-2%
COc1ccc(-c2nc3cnc(N4CCNCC4)nc3n(C)c2=O)cc1	6%
C/C(=N\Nc1ccc(C(=O)O)cc1)c1ccc(-n2ccnc2)cc1	0%
COC(=O)C1OC(=O)C2OC23[C@]2(C)C(O)CC4C(C)(C)C(OC(C)=O)CC(OC(C)=O)[C@@]4(C)C2CC[C@@]13C (some centres not stated)	2%&14%
COc1ccc(C(=O)NC2CCCc3ccccc32)cc1S(=O)(=O)N1CCOCC1 (configuration not stated)	3%
COc1ccc(N2C(=O)/C(=C\c3ccco3)N=C2SCC(N)=O)cc1Cl	1%
CN(c1ccccc1)S(=O)(=O)c1cccc(NC(=O)c2ccncc2)c1	9%[57.5 µM]
COc1ccccc1N1CCN(C(=S)NC(=O)/C=C/c2ccccc2)CC1	-5%[57.5 µM]
O=C(NCc1ccccc1Cl)c1ccc(S(=O)(=O)Nc2cccc(C(F)(F)F)c2)cc1	-7%
OCCC#Cc1ccc(CN2CCN(C3CCCCC3)C(CCO)C2)cc1 (configuration not stated)	5%
CC(C)CCN1CCN(Cc2ccc(Sc3nncn3C)o2)CC1CCO (configuration not stated)	0%
Cc1cccc(N(C(=O)CS(=O)CC(=O)Nc2ccc3c(c2)OCO3)C(C)C(=O)NC2CCCC2)c1C (configuration not stated)	1%[57.5 µM]
NS(=O)(=O)c1ccc(O)c(NC(=O)c2ccc([N+](=O)[O-])o2)c1	-4%[57.5 µM]
CCN(CC)C(=O)CSc1nc(N)c(C(=O)Nc2ccc(OC)cc2)s1	5%

Sorted by count of non-hydrogen atoms (falling): part of the list above.
SMILES	ERK EGF inh
COc1ccc(C(=O)NC2CCCc3ccccc32)cc1S(=O)(=O)N1CCOCC1 (configuration not stated)	3%
OCCC#Cc1ccc(CN2CCN(C3CCCCC3)C(CCO)C2)cc1 (configuration not stated)	5%
COc1ccc(-c2nc3cnc(N4CCNCC4)nc3n(C)c2=O)cc1	6%
CC(=O)Nc1ccc(N=Nc2c(C)[nH]n(C(N)=S)c2=O)cc1	-8%
Clc1ccc(-c2csc(N3CCOCC3)n2)cc1	?

Next part
SMILES	ERK EGF inh
CCNc1ncc2nc(-c3ccccc3)c(=O)n(CCc3ccccc3)c2n1	-6%
Cc1cccc2nc(-c3cccc(NC(=O)Cc4ccccc4)c3)cn12	8%
CCOC(=O)c1cnc(-n2[nH]c(C)cc2=O)[nH]c1=O	6%
Nc1cc(Oc2ccc(F)cc2F)cc([N+](=O)[O-])c1	-4%[57.5 µM]
COc1ccc(OC)c(CN2C(=O)c3ccccc3C2C(=O)NCC2CCCO2)c1 (configuration not stated)	?
Nc1ccccc1C(=O)N(Cc1ccccc1)Cc1ccccc1	5%
CCC(=O)Nc1ccc(C(=O)CSc2nc(N)cc(N)n2)cc1	-1%[57.5 µM]
CC(=O)Nc1ccc(S(=O)(=O)C(C#N)c2nc3ccccc3nc2NCCO)cc1 (configuration not stated)	5%[57.5 µM]
O=C1CCC(c2ccccc2)=NN1Cc1c(F)cccc1Cl	3%
CSc1nnc(C)c(/C=C/NOCc2cccc(F)c2)n1	-7%
COc1ccc(C(=S)N2CCCCC2)cc1Br	2%
O=C(c1sc2ccccc2c1Cl)N1CCN(c2ccccc2F)CC1	10%
Cc1ccc(-c2noc(-c3c(C)noc3C)n2)cc1	-12%[57.5 µM]
O=C(/C=C/c1cccnc1)c1ccc(O)cc1	-6%[57.5 µM]
CS(=O)(=O)N(Cc1ccccc1Cl)c1ccc(C(=O)NCc2ccccn2)cc1	0%
CCN(CC(=O)NCc1cccs1)c1ccc(S(=O)(=O)N2CCCC2)cn1	22%
C=CCn1c(SCC(=O)c2c(N)n(CCC)c(=O)n(C)c2=O)nnc1-c1ccncc1	2%
COc1ccc(N2C3=C(CC4=C2CCCC4=O)C(=O)CCC3)cc1	2%
COc1ccc(CC(=O)n2[nH]c(=O)c3ccccc3c2=O)cc1OC	-3%[57.5 µM]
CC(C)NC(=O)N1CC[C@@]2(CCCN(S(=O)(=O)c3ccccc3)C2)C1	0%
CCCCN(C)CCCNC(=O)c1cc(=O)[nH]c2ccc(S(=O)(=O)N3CCCCC3C)cc12 (configuration not stated)	-3%
O=C(CN(Cc1ccccc1)S(=O)(=O)c1ccccc1)N/N=C/c1ccc([N+](=O)[O-])cc1	13%
O=C(CCl)NC1(C(F)(F)F)C(=O)Nc2c1c(=O)[nH]c(=O)n2-c1ccccc1 (configuration not stated)	-10%[57.5 µM]
COc1ccc(NS(=O)(=O)c2cccc(NC(=O)CNC(C)=O)c2)cc1	-11%[57.5 µM]
O=[N+]([O-])c1ccccc1S(=O)(=O)NCC1CCC(CNCC2CCc3ccccc3C2)CC1 (configuration not stated)	13%
COC(=O)c1ccsc1NC(=O)c1ccc2c(c1)OCCO2	-14%[57.5 µM]
